Screening data: PubChem, National Center for Advancing Translational Sciences (NCATS)
12-LOX inh – ALOX12 (human) lipoxygenase inhibition | P18054 | purified 12hLO, xylenol orange hydroperoxide absorbance | Potency, µM (titrated, usually from 108 µM), for inactives: at the highest dose activity change, negative = inhibition, actives largely listed as inhibitors | 580,000 compounds, 1.1% hits; active = well fitted inhibition curve with a large enough effect; inconclusive = small, poorly fitted or top-dose-only effect, or another doubt; inactive = no such curve, though single readings can be large or run the other way
Target sequence (P18054 whole entry, looked up): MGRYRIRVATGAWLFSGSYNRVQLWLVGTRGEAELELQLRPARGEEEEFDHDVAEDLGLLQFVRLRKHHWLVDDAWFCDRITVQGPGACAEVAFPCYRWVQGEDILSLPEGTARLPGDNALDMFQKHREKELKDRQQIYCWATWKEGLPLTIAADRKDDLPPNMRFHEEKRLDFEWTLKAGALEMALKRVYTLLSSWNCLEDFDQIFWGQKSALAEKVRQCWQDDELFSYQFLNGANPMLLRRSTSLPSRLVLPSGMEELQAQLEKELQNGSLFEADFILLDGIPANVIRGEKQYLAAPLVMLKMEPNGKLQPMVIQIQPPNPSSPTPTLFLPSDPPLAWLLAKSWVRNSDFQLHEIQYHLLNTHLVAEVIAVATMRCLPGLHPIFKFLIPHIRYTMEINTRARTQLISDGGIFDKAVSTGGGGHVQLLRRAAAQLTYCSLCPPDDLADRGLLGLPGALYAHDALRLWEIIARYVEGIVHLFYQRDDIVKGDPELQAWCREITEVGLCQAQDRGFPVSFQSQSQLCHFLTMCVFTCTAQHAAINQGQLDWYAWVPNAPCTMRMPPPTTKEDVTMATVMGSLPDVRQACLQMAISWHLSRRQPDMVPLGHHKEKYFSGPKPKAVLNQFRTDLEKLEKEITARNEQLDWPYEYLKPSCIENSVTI
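Purified human 12hLO (150 nM final) in 25 mM Hepes, 0.01% Triton X-100, pH 7.0 was preincubated 15 min at room temperature with compound. Then 40 uM arachidonic acid was added, 30 min. Hydroperoxide was read by Fe-XO absorbance ratio 573/405 nm.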
Active calls of the source: *; ? = inconclusive; [ ] = another dose, or the depositor's remark. % is set by controls: 0 for no effect and ±100 for the full control effect; potency is the fitted concentration of half-maximal effect. Some of the compounds tested; count on the stated rates, not on these rows.

SMILES | 12-LOX inh
Cc1ccc(C(=O)C(C)OC(=O)c2cccc(S(=O)(=O)N(C)C)c2)cc1 (stereo not drawn) | 30.9%[activator]
COc1ccc(/C=C/c2ccc3c(c2)C(=O)N2CC[C@H](NC(=O)CCC(=O)O)[C@H]2C(=O)N3)cc1 | 7.2%
Cn1cc(-c2ccncc2)c(-c2ccc(OCc3ccc4ccccc4n3)cc2)n1 | -3.2%[57.4 µM]
O=C1NC(=NC2CCCCC2)C2(CCN(CC3CC3)C2)N1c1cccnc1 (stereo not drawn) | 5.3%[6.33 µM]
COc1ccc(N2CCN(C3CCCN(CC(=O)N(C)C(C)C)C3)CC2)cc1 (stereo not drawn) | 30.8%
COc1ccccc1-c1nc(C(=O)NCCc2ccc(Cl)cc2)n2ccncc12 | -1.5%[6.33 µM]
Cc1sc2cc(C(=O)NC(C)C)[nH]c2c1CN1CCCCC1 | ?
CC1(C)Cc2ccccc2/C(=C/C(=O)Nc2ccc(Cl)cc2)N1 | ?
CCc1[nH]c2c(CNC(=O)CC3NC(=O)c4ccccc43)cc(C)cc2c1C (stereo not drawn) | 70.7%
Cc1cc(C(=O)NC(C)c2cccc(OC(F)F)c2)sc1C (stereo not drawn) | 60.8%[activator]
CN(C)CCNC(=O)C1(C)CN(Cc2ccccc2)Cc2ccc(N3CCOCC3)nc21 (stereo not drawn) | 17.8%[176 µM]
CC(C)NC(=O)NCc1nnc2n1C(C(=O)N1CCCC1)CC2 (stereo not drawn) | 1.9%[6.33 µM]
COC(=O)c1ccc(COC(=O)C(c2ccccc2)c2ccccc2)o1 | -28.1%
CCOc1ccccc1C(=O)N1CCC[C@@H]1C(=O)N1CCC[C@H]1C(=O)NCc1ccccc1 | -12.2%
NC(=O)c1ccccc1NC(=O)C(=O)c1c[nH]c2ccccc12 | ?

Compounds from the list above that have a thiophene ring, fused or not, in the order listed:
SMILES | 12-LOX inh
Cc1sc2cc(C(=O)NC(C)C)[nH]c2c1CN1CCCCC1 | ?
Cc1cc(C(=O)NC(C)c2cccc(OC(F)F)c2)sc1C (stereo not drawn) | 60.8%[activator]

Next results:
SMILES | 12-LOX inh
O=C(NCc1ccc2c(c1)OCCO2)N1CCN(S(=O)(=O)c2ccccc2)CC1 | ?
COC(=O)C1=CN(CC(=O)Nc2ccc(C)cc2C)S(=O)(=O)N=C1C | 6.6%
COc1ccc(-n2nc(C3CCCN(C(=O)Cc4ccc(F)cc4)C3)[nH]c2=O)cc1 (stereo not drawn) | 25.7%
COc1cccc(C(=O)N2CCC(C3CCN(S(C)(=O)=O)CC3)C2)c1 (stereo not drawn) | 32.7%[activator]
COC(=O)C1=C(C)N(Cc2ccc(C(F)(F)F)cc2)C(=NCc2ccc3c(c2)OCO3)NC1c1ccccc1 (stereo not drawn) | ?
COc1cccc(CC(=O)N2CCCN(S(=O)(=O)c3ccccc3)CCC(=O)NCC2)c1 | 33.8%[activator]
CNC1[C@@H]2CC3C[C@H]1CC(O)(C3)C2 (stereo partly drawn) | -3.1%
Cc1ccc(Nc2nc(NC3CCCC3)nc3c2cnn3-c2ccccc2)cc1C | -1.4%
COc1cc(C(=O)OC23CC4CC(C2)C(=O)C(C4)C3)cc(OC)c1OC | ?
CCOCc1nc(C2CCCN(C(=O)c3ccc(OC)cc3)C2)no1 (stereo not drawn) | 35.2%
Cc1ccc(-c2cc(=O)c3cc(NC(=O)C(C)(C)C)ccc3o2)cc1 | 12.3%
CC(C)c1nnc(NC(=O)c2nn(-c3cccc(Cl)c3)ccc2=O)s1 | -42.5%
O=c1ccc(N2CCN(S(=O)(=O)c3cccc4nsnc34)CC2)nn1-c1ccc(F)cc1 | 6.6%
CC1=C[C@@H](CNC2CCOCC2)[C@H](C(C)C)C[C@H]1Cc1nc2ccc(Cl)cc2[nH]1 | -5.8%[176 µM]
O=C(NC1CCCC1)c1cc(-c2ccncc2)nc2c(Cl)cccc12 | ?

Copied from the list:
COc1ccc(-n2nc(C3CCCN(C(=O)Cc4ccc(F)cc4)C3)[nH]c2=O)cc1 (stereo not drawn) – 12-LOX inh = 25.7%
O=c1ccc(N2CCN(S(=O)(=O)c3cccc4nsnc34)CC2)nn1-c1ccc(F)cc1 – 12-LOX inh = 6.6%
CC1=C[C@@H](CNC2CCOCC2)[C@H](C(C)C)C[C@H]1Cc1nc2ccc(Cl)cc2[nH]1 – 12-LOX inh = -5.8%[176 µM]
Cc1ccc(-c2cc(=O)c3cc(NC(=O)C(C)(C)C)ccc3o2)cc1 – 12-LOX inh = 12.3%

(next part)
SMILES | 12-LOX inh
COc1ccc2c(C)c(CC(=O)Nc3ccc(Cn4cncn4)cc3)c(=O)oc2c1OC | 34.9%[activator]
O=C(O)C(O)c1ccc(F)cc1 (stereo not drawn) | ?
O=C(N[C@@H]1CCC[C@@H]1C(=O)NCc1ccc2c(c1)OCO2)c1ccncc1 | 3.0%
O=C(O)[C@@H]1CN(S(=O)(=O)C2CC2)C[C@H]1c1ccccn1 | -11.3%
N#C/C(=C/c1sc2ccccc2c1Cl)C(=O)NC1CC1 | ?
COc1ccc(C(=O)NCCc2ncc(C)n2CC2CC2)cc1 | 21.5%
CC1CCN(S(=O)(=O)N2CC=C(c3c[nH]c4ccccc34)CC2)CC1 | ?
CC(CSc1ncccn1)Cn1c(Br)nc2c1c(=O)[nH]c(=O)n2C (stereo not drawn) | -7.9%
CC(=O)N[C@@H]1CN(C(=O)C2(c3ccccc3)CC2)C[C@H]1CO | 38.9%[activator]
COc1ccc(-c2ccc3c(c2)C(=O)N2CC[C@H](NC(=O)CCC(=O)O)[C@H]2C(=O)N3)cc1 | 12.9%
O=C(/C=C/c1ccc(Cl)cc1Cl)c1ccccc1OC(F)F | 0.5%
Cc1nc2ccccc2nc1SCC(=O)N1CCCC(C)C1 (stereo not drawn) | ?
CN[C@H]1C[C@H]2c3[nH]c4c(-c5ccccc5)cccc4c3CCN2C[C@H]1[C@H](C)O | -21.4%
COCCNC(=O)c1cc(C2CC2)nc2onc(C3CCCN3)c12 (stereo not drawn) | 3.0%[6.33 µM]
CCc1n[nH]c(CC2CCN(C(=O)c3sc(C)nc3C)CC2)n1 | 23.0%
c1ccc(-c2nc3ccccc3nc2-c2nc3ccccc3[nH]2)cc1 | 0.9%
Cc1cc(=O)oc2cc(NC(=O)N(C)Cc3ccc(Br)cc3)ccc12 | ?
CCCCS(=O)(=O)N1CCCc2nc(-c3ccc(OC)cc3)ccc21 | 0.4%
O=C(Nc1ccnn1C1CCN(Cc2ccc(-c3ccco3)cc2)CC1)C1CC1 | 11.2µM*
C=CCNc1nc(C(=O)OCC(=O)c2cc(C)n(C3CC3)c2C)cs1 | 136.8%[activator]
COc1ccc(C(=O)Nc2cccc3cccnc23)cc1Cl | ?
CC1(C(=O)NCc2cccnc2)COCc2cnc(Nc3ccccc3)nc21 (stereo not drawn) | 8.6%[176 µM]
NC(=O)c1ncn([C@@H]2O[C@H](C(=O)Nc3ccc(Oc4ccccc4)nc3)[C@@H](O)[C@H]2O)n1 | 6.9%
Cc1noc([C@@H](C)NC(=O)C2CCCC2)c1C(=O)O | 6.6%[176 µM]
COC(=O)c1cnc2c(c1)n(CCCn1cnnn1)c(=O)n2C1CCCCC1 | 21.2%
Cn1cccc1CN1CCC2(CC1)CN(c1ncccn1)CC2CO (stereo not drawn) | 11.8%
CCS(=O)(=O)c1ccc2oc([C@H]3CCN(Cc4ccc(OC)cc4)C3)nc2c1 | 1.3%[176 µM]
O=C(NC1CCN(c2cc(C(F)(F)F)ncn2)CC1)c1ccccc1F | -13.8%
CCCNC(=O)N(C1CCOCC1)C1CCN(C(=O)c2ccsc2)CC1 | 2.0%
Cc1ccccc1/C=C(/C#N)C(=O)c1c(C)[nH]c2ccccc12 | ?
COCc1ccc2c(c1)c(OC(C)(C)C(N)=O)nn2CCC(C)C | 8.0%[176 µM]
CC1CCCN1c1ncnc2c1CN(c1ccc(Cl)cc1)C(=O)CN2C (stereo not drawn) | 10.2%
CCNC(=O)C/C(C)=N/NC(=O)C(C)C | ?
Cc1cc(C)cc(C(=O)N2c3ccccc3CC2c2nc(C3CC3)no2)c1 (stereo not drawn) | 35.1%[activator]
C(=CCSc1ccccn1)CSc1ccccn1 | -20.5%
O=C(COC(=O)C1CC2CCCC(C1)C2=O)Nc1ccc(C(F)(F)F)cc1[N+](=O)[O-] (stereo not drawn) | -0.7%
COCCCNC(=O)C(NC(=O)c1ccccc1C)C1CCN(C(=O)c2cccs2)CC1 (stereo not drawn) | 41.8%[activator]
NCc1ccc(-c2cccc(O)c2)cc1 | 0.2%[12.5 µM]
O=C(C1CC(=O)N(C2CC2)C1)N1CCC(Oc2cccnc2)CC1 (stereo not drawn) | 23.2%
COc1ccc(OC)c(S(=O)(=O)Nc2cc(C(=O)NC(C)C)ccc2N2CCNCC2)c1 | ?
O=C(CCCCC(=O)NNC(=S)NC1CC1)NNC(=S)NC1CC1 | -9.3%
N#C/C(=C\c1ccc(-c2ccccc2)o1)c1nc2ccccc2[nH]1 | ?
Cc1cc2c3c(c1)c(-c1ccc([N+](=O)[O-])cc1)cn3C(C)(C)CC2C (stereo not drawn) | -6.7%
O=C(Nc1nc2ccccc2[nH]1)c1ccc[n+]([O-])c1 | 45.5%[activator]
Cc1noc2c(NCCN3CCOCC3)cc(-c3ccccc3)nc12 | 6.6%[176 µM]
Cc1ccc(NC(=O)c2nc3ccccc3nc2N2CCOCC2)c(Cl)c1 | 13.9%
COc1ccc(OC2CCN(C3CCCC3)CC2)c(C(=O)NCCCN2CCCC2=O)c1 | -26.0%
N#C/C(=C\c1ccc(-c2ccccc2F)o1)c1nc2ccccc2[nH]1 | 24.3%
COc1cccc(CC(=O)N2CCC(Cc3nc(-c4ccncc4)n[nH]3)C2)c1 (stereo not drawn) | 23.5%
CCn1cc2nc(SCC(=O)N3CCCC3)n(Cc3ccccc3)c(=O)c2n1 | 4.0%
CCC(C)(C)C(=O)N1CC2CC(C1)[C@H]1CCCC(=O)N1C2 (stereo partly drawn) | 35.1%[activator]
CCCCCCCn1c(Br)nc2c1c(=O)n(C)c(=O)n2C | -2.2%
CCCCc1noc(CN2CCC(NC(=O)c3cnn(C)c3)CC2)n1 | 157.9%[activator]
O=C(CSc1ncnc2nc[nH]c12)NCc1ccc(Cl)cc1 | -8.1%
Cc1ccccc1Nc1c2c(nc3ccccc13)CCCC2 | -10.7%
NC(=O)NC(=O)CSCc1ccccc1 | -8.0%
CCS(=O)(=O)N1CCC2(CCC(=O)N(Cc3ccccc3)CC2)CC1 | 21.0%
Cc1cc(C(=O)N2CCOC(Cc3cccc(C(F)(F)F)c3)C2)nn1C (stereo not drawn) | 37.9%[activator]
CCCCNC(=O)C[C@@H]1C(=O)N(Cc2ccc(OC)cc2)/C2=C/CCCCC[C@@]21C(=O)OCC | -14.9%
COc1ccc2nc(-n3ncc4c3NC(=O)CC4c3cc(OC)c(OC)c(OC)c3)sc2c1 (stereo not drawn) | 5.9%

The results go on:
SMILES | 12-LOX inh
COc1ccc(OC)c(NC(=O)NC(c2ccccc2)c2nnc(-c3ccccc3)o2)c1 (stereo not drawn) | -37.7%
Cc1c(CCC(=O)NCc2ccc3c(c2)OCO3)c(=O)oc2c(C)c(O)ccc12 | -29.9%
O=C(CSc1nc2ccccc2o1)Nc1nc(-c2ccc(Cl)cc2)cs1 | -21.9%
Cc1cccc(C(=O)N2C(C(=O)NCC(C)C)COC23CCN(C(=O)c2ccc(F)cc2F)CC3)c1 (stereo not drawn) | 42.6%[activator]
CN(c1ccc(-c2csc(NC3CCCC3)n2)cc1)S(C)(=O)=O | 15.8µM*
CCOc1ccc2c(n1)CCN(C(=O)c1ccc(OC)cc1)C2 | 32.4%[activator]
COC(=O)CCOc1ccc(S(=O)(=O)Nc2ccc(F)cc2F)cc1 | -4.2%
COC(=O)C1CCN([C@H]2[C@@H]3OC[C@@H](O3)[C@@H](NC(=O)Nc3ccc(F)cc3)[C@@H]2O)CC1 | -1.1%[176 µM]
COc1ccc(C(=O)N[C@@H]2CCC[C@@H]2C(=O)NCc2ccc3c(c2)OCO3)cn1 | -5.8%
O=C1CC(NC2CCSCC2)CN1CCc1cccc(Cl)c1 (stereo not drawn) | ?
COc1ccccc1CNC(=O)C1CC(=O)N(c2n[nH]c3cccc(F)c23)C1 (stereo not drawn) | 37.2%[activator]
COc1ccc(-c2c(C(=O)O)sc3c2NC(=O)CC32C(=O)Nc3c(C)cccc32)cc1 (stereo not drawn) | ?
CC(C)NC(=O)c1onc(-c2ccc(F)cc2)c1[C@H](C)O | 11.5%[176 µM]
O=C(c1cnn(-c2nccc(-c3ccco3)n2)c1C1CC1)N1CCCCC1c1cccnc1 (stereo not drawn) | 1.0%
O=C(C1CCCC1)N1CC(c2noc(COc3ccccc3)n2)C1 | 32.1%[activator]

2 entries from above in a different format:
structure,12-LOX inh
COc1ccc(C(=O)N[C@@H]2CCC[C@@H]2C(=O)NCc2ccc3c(c2)OCO3)cn1,-5.8%
O=C1CC(NC2CCSCC2)CN1CCc1cccc(Cl)c1 (stereo not drawn),?

The list continues.
SMILES | 12-LOX inh
Cc1ccc(NC(=O)CCc2ccco2)c(Br)c1 | -20.0%
CCC(=O)Nc1cccc(NC(=O)c2cnn(-c3ccc(F)cc3)c2C(F)(F)F)c1C | 0.9%
COc1ccccc1N1CCN(C(=O)CC[C@]23CC[C@](C)(O)C[C@H]2C(C)(C)C[C@@H]3NC(=O)C2CC2)CC1 | -7.8%
COc1ccccc1CCNC(=O)c1sc(NC2CCCC2)nc1C | -20.9%
O=C1CC2(C(=O)Nc3c(Cl)cccc32)c2cnn(Cc3ccccc3Cl)c2N1 (stereo not drawn) | ?
Cc1ccc(N2C[C@]34C=C[C@H](O3)C(C(=O)N(C)Cc3ccno3)C4C2=O)cc1C (stereo partly drawn) | 0.2%

Records above printed as active in 12-LOX inh:
SMILES | 12-LOX inh
O=C(Nc1ccnn1C1CCN(Cc2ccc(-c3ccco3)cc2)CC1)C1CC1 | 11.2µM*
CN(c1ccc(-c2csc(NC3CCCC3)n2)cc1)S(C)(=O)=O | 15.8µM*
